# High-throughput results from PubChem.
# KDM5B inhibitor: blocks human KDM5B histone demethylase activity | Potency, µM (doses to about 57.7 µM), inactives show top-dose activity change, negative = inhibition, usual class: inhibitors | KDM5B demethylase, FDH-coupled NADH fluorescence (FDH is formaldehyde dehydrogenase) | actives 2.6% (n = 220,000); active = well fitted inhibition curve with a large enough effect; inconclusive = small, poorly fitted or top-dose-only effect; inactive = no such curve, though single readings can be large or run the other way; note: 0% is about no effect; nearly all actives have a fitted effect of over 70% in size
# Target sequence (Q9UGL1 whole entry, looked up): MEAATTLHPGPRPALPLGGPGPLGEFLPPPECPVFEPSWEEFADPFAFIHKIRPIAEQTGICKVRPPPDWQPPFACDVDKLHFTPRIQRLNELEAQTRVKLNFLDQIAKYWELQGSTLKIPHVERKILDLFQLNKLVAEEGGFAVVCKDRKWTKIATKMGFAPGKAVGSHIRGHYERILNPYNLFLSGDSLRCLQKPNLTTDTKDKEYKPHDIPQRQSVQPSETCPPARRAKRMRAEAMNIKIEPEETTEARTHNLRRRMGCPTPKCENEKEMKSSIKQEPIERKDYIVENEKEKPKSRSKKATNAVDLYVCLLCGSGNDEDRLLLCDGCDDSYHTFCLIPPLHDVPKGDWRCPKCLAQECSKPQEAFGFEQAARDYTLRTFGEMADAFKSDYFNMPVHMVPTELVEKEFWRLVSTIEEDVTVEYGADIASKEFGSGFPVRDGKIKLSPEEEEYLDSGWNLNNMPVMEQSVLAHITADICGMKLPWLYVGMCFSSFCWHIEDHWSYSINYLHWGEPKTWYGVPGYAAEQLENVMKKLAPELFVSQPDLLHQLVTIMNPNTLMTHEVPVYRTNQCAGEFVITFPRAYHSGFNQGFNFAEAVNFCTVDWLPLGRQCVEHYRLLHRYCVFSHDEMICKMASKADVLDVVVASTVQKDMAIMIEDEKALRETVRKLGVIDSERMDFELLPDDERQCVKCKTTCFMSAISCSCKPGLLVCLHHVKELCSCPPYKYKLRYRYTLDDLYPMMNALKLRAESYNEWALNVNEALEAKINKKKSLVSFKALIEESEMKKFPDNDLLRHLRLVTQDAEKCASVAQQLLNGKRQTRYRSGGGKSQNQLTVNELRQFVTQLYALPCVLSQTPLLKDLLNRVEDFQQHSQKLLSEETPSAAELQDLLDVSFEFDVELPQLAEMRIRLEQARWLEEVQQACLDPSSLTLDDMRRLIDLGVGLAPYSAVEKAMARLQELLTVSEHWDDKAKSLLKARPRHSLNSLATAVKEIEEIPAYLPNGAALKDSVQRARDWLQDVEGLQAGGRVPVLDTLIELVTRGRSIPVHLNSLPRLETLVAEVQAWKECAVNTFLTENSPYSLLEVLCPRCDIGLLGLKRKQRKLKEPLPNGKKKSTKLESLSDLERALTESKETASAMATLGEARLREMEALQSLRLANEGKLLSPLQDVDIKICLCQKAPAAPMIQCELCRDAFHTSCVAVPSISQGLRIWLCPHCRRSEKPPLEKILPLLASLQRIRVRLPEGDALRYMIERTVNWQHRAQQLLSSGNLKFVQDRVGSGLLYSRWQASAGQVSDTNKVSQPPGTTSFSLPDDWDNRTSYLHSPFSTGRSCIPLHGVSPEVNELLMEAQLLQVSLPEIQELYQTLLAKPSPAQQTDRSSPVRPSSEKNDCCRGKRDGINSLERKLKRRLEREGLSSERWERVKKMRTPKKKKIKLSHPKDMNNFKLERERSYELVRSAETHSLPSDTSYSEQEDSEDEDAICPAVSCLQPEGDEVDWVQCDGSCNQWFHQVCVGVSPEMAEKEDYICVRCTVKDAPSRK
#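 qHTS format, multiple compound concentrations. Buffer 50 mM HEPES pH 7.5/0.01% Tween-20; 200 nM KDM5BΔAP final; 10 min compound preincubation; substrate-mix levels 12.5 µM peptide, 25 µM α-KG, 0.25 mM NAD⁺; 30 min RT; ΔRFU.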
# An asterisk follows results filed as active; ? = inconclusive; [ ] = another dose, or the depositor's remark. Potency is the fitted concentration of half-maximal effect.
structure | KDM5B inhibitor
O=C(c1cccs1)C1CCCN(Cc2cc3n(n2)CCNC3)C1 (configuration not stated) | -26%
COCCNC(=O)Cn1cc(/C=C2\C(=O)NC(=O)N(c3ccccc3F)C2=O)c2ccccc21 | -2%
Cc1nc(-c2ccc(N(C)C)cc2)cc([C@H]2CN3CC[C@H]2C[C@@H]3CNC(=O)N2CCOCC2)n1 | 28µM*
CN(C)C(=O)Oc1ccc2c(=O)c(-c3ccc(Br)cc3)coc2c1 | 12%
Cc1noc(C)c1COc1ccc(CC(=O)N2CCN(CC(=O)N3CCCC3)CC2)cc1 | -7%
C=C(Cl)CN1CCC(N2CCCCC2)CC1 | -15%
CCOC(=O)c1c(C)n(C(C)C)c2ccc(OC(=O)c3ccccc3)cc12 | -7%
CC1CCN(C[C@H]2CN3CC[C@H]2C[C@@H]3CNC(=O)c2ccc(N(C)C)cc2)CC1 | -18%[86.2 µM]
ClCCN1CCOCC1 | -7%
Cc1ncc2c(n1)C[C@@H]1CC[C@H]2N1C(=O)c1sccc1C | ?
O=C1CN=C(c2cc([N+](=O)[O-])ccc2Cl)c2cc([N+](=O)[O-])ccc2N1 | 14%
COC1C(O)C(C)OC(OC2CCC3(C)C(CC[C@@H]4[C@@H]3CCC3(C)C(C5=CC(=O)OC5)C(O)CC43O)C2)C1O (some centres not stated) | 14%
CC(C)NC(=O)N1C[C@@H]2C[C@H](C1)c1ccc(C3CCCCC3)c(=O)n1C2 | ?
O=C(c1cn2c(n1)CNCC2)N1C[C@H](c2ccccc2)[C@@H]2[C@H]1C1CCN2CC1 | ?
OCC1CN(c2ncccn2)CC12CCNCC2 (configuration not stated) | 32µM*
CCOC(=O)C1=C(N)OC(C)=C(C(=O)OC(C)C)C12C(=O)Nc1ccc(Br)cc12 (configuration not stated) | -9%
O=S(=O)(NC[C@H]1C[C@@H]2CCN1C[C@@H]2CN1CCN(c2ccccc2)CC1)c1ccccc1 | -17%
O=C(O)c1ccc(N=Cc2c(O)[nH]c(=O)[nH]c2=O)cc1 | ?
Cc1cc(C(=O)OCC(=O)Nc2ccc(F)cc2F)c(C)n1C1CC1 | 14%
O=C(COc1ccccc1Cl)N1CCN(CCc2ccncc2)CC1 | -4%

# More structures.
structure | KDM5B inhibitor
COc1cc2c(cc1OCc1ccccc1)NC(=O)C21CCN(Cc2ccccc2)CC1 | ?
Cc1ccc(C(=O)Nc2ccccc2)cc1S(=O)(=O)N1CCCC1 | -13%
N#Cc1cc2c(nc1SCC(=O)Nc1ccc(F)c(Cl)c1)C1CCN2CC1 | -2%
COCC(=O)N1CCC2(CC1)C(=O)Nc1cc(Oc3ccccc3)c(OC)cc12 | -7%[86.2 µM]
N#CC1=C(N)Oc2nc(SCc3ccccc3Cl)nc(N)c2C1c1ccccc1F (configuration not stated) | 2%
O=c1c(-c2cccs2)ccc2n1C[C@H]1C[C@@H]2CN(C2CCOCC2)C1 | 35µM*
COc1ccc(-c2cc([C@H]3CN4CC[C@H]3C[C@@H]4CNC(=O)c3ccc(N(C)C)cc3)n(C)n2)cc1 | -8%
CC(C)CN1Cc2ccccc2-n2ccnc2C12CCN(C(=O)c1ccn[nH]1)CC2 | 37%
CC(=O)C1=C(C)OC(N)=C(C(=O)OCc2ccccc2)C12C(=O)Nc1ccccc12 (configuration not stated) | 15%
COc1ccccc1-c1cc([C@H]2CN3CC[C@H]2C[C@@H]3CNC(C)=O)n(C)n1 | 29%[86.2 µM]
Cc1ccc(-n2c(/C=C/c3cc(Br)cs3)nc3ccccc3c2=O)cc1C | -40%
CCOC(=O)C1=C(N)OC(C)=C(C(=O)OCc2ccccc2)C12C(=O)Nc1ccc(Br)cc12 (configuration not stated) | 15%
Nc1ccccc1-[n+]1c(-c2ccccc2)cc(-c2ccccc2)cc1-c1ccccc1 | 2%
CCn1c(CN2CCN(C)CC2)nc2ccccc21 | 3%
CCCCc1cn(C[C@H]2C[C@@H]3CCN2C[C@@H]3C(=O)Nc2ccccc2)nn1 | 37%[86.2 µM]
Cn1cccc1C(=O)C(=O)N1C[C@H](c2cc(F)cc(F)c2)[C@@H]2[C@H]1C1CCN2CC1 | 21%
CCOP(=O)(OCC)C(NC(=O)NC)C(N)=O (configuration not stated) | 31%[activator]
O=C(O)C1=NOC2CN(CC3CCNC3)CC12 (configuration not stated) | 141µM*
Cc1c(OC(=O)N(C)C)ccc2c1O/C(=C\c1ccco1)C2=O | ?
CSCC(=O)N1C[C@@H]2C[C@H](C1)c1c(-c3ccc(NC(C)=O)cc3)ccc(=O)n1C2 | 28µM*

# Later entries.
structure | KDM5B inhibitor
FC(F)(F)CN1C2CCC1CN(c1nccc(C(F)(F)F)n1)C2 | -2%[115 µM]
O=C(c1ccn[nH]1)N1[C@H]2CC[C@@H]1c1cnc(-c3ccccc3)nc1C2 | 26%
COc1cc(CNC2CN3CCC2CC3)cc(Cl)c1OCc1ccccc1Cl (configuration not stated) | -13%
Cc1noc(C)c1CC(=O)N1[C@H]2CC[C@@H]1c1cnc(-c3ccccc3)nc1C2 | -13%
COc1cc2c(cc1OCc1ccccc1)NC(=O)C21CCN(C(=O)C(C)C)CC1 | -4%[86.2 µM]
Clc1ccccc1C1NCc2ccccc2-n2cccc21 (configuration not stated) | 12%
CN(C)Cc1cn(C[C@H]2C[C@@H]3CCN2C[C@@H]3C(=O)Nc2nccs2)nn1 | -27%[86.2 µM]
CN(C[C@H]1CN2CC[C@H]1C[C@@H]2CNS(=O)(=O)c1cccs1)c1ccccc1 | -26%[86.2 µM]
O=C1N(Cc2ccccn2)C[C@H]2CN(Cc3cccnc3)CCN12 | -2%[86.2 µM]
CC(C(=O)c1c[nH]c2ccccc12)N(Cc1ccc(F)cc1)C1CC1 (configuration not stated) | 10%
Cc1ccc(C(c2c(O)c3ccccc3oc2=O)c2c(O)c3ccccc3oc2=O)cc1 | -16%
COc1ccc(-c2nc(CN3C(=O)CN=C(c4ccccc4)c4ccccc43)c(C)o2)cc1OC | -11%
CN1Cc2ccccc2-n2ccnc2C12CCN(C(=O)c1ccccn1)CC2 | -12%
Cc1ccccc1-n1c(/C=C/c2ccc(N(C)C)cc2)nc2ccccc2c1=O | -28%
N#Cc1c(N)nc2c(c1-c1ccc(OCc3ccccc3F)cc1)c(=O)nc1sccn12 | -5%
COc1ccc(OCC(=O)N2CCN(Cc3ccc(SC)cc3)CC2)cc1 | ?
Cc1ccc(NS(=O)(=O)c2ccc(OCC(=O)N3CCN(C)CC3)cc2)cc1 | 16%
CCN(CC)c1ccc(N=Cc2c(O)n(-c3ccccc3)c(=O)[nH]c2=O)cc1 | -3%
CC(OC(=O)c1cn(C)c2ccccc12)C(=O)N(C)c1ccccc1 (configuration not stated) | 22%
CCC(c1cccs1)N1C(=O)[C@H]2CNC[C@H]2C1=O (some centres not stated) | 189%[activator]

# The list continues.
structure | KDM5B inhibitor
c1ccc(CCNCc2ccco2)cc1 | 14%
COc1cc2c(cc1OCC1CC1)NC(=O)C21CCN(c2nccc(C(F)(F)F)n2)CC1 | 22µM*
Cc1[nH]nc2c1C(c1ccc(-c3cccc(Cl)c3)o1)SCC(=O)N2 (configuration not stated) | ?
COc1cccc([C@@H]2CCN(Cc3[nH]c4ccccc4c3C)C[C@H]2O)c1 | ?
N#Cc1ccc(CN2CCC(c3c[nH]c4ccccc34)CC2)cc1 | -25%
O=C1NC2(CCCN(Cc3ccncc3)C2)Oc2ccccc21 (configuration not stated) | -3%[86.2 µM]
CN1CCC(N(C)c2nc(-c3ccc([N+](=O)[O-])cc3)nc3ccccc23)CC1 | -18%
CN1C(=O)[C@@H]2C[C@@H](O)CN2C2(CN(Cc3cccnc3)C2)C1=O | ?
CCCNC(=O)OC[C@H]1C[C@@H]2CCN1C[C@@H]2c1cc(-c2ccc(OC)cc2)nn1C | -35%[86.2 µM]
COc1ccccc1N1CCN(C[C@H]2CN3CC[C@H]2C[C@@H]3CNC(=O)Nc2ccccc2)CC1 | -4%
CNC1Cc2ccccc2C1 | 2%
COc1cc(C2SCC(=O)Nc3[nH]ncc32)ccc1OCC(C)C (configuration not stated) | 22%
CCN(CC)C(=O)c1ccc(NC(=O)COC(=O)c2ccc3nc(C)c(C)nc3c2)cc1 | 6%
COc1ccc(-c2cc([C@H]3CN4CC[C@H]3C[C@@H]4CNS(=O)(=O)c3ccc(NC(C)=O)cc3)n(C)n2)cc1 | 8%
CCN1C(=O)CCN(Cc2cccnc2)CC12CCOCC2 | 10%
Cc1nc(-c2ccccc2)cc([C@H]2CN3CC[C@H]2C[C@@H]3CNC(=O)CCCC(=O)O)n1 | -4%[86.2 µM]
Nc1cccc(-c2cn(C[C@H]3CC4CCN3C[C@@H]4C(=O)NCc3ccc(F)cc3)nn2)c1 (some centres not stated) | -27%[86.2 µM]
COc1ccc(C(CNC(=O)Cc2ccc(Cl)c(Cl)c2)N2CCCCC2)cc1 (configuration not stated) | -2%
CCC(C(=O)Nc1ccc(Cl)cc1)N1CCCC1=O (configuration not stated) | 17%
c1coc(CN2CCNCC2)c1 | 10%

# Of the compounds above, two have a CF3 group.
structure | KDM5B inhibitor
FC(F)(F)CN1C2CCC1CN(c1nccc(C(F)(F)F)n1)C2 | -2%[115 µM]
COc1cc2c(cc1OCC1CC1)NC(=O)C21CCN(c2nccc(C(F)(F)F)n2)CC1 | 22µM*

# (more compounds)
structure | KDM5B inhibitor
Nc1ncccc1CN1CC[C@H]2NCCC[C@]2(C(=O)O)C1 | ?
CC(=NCC1CCCO1)c1c(O)n(C2CCCCC2)c(=O)[nH]c1=O (configuration not stated) | -19%
CCC(CC)C(=O)NC[C@H]1C[C@@H]2CCN1C[C@@H]2c1cc(-c2ccco2)nc(C)n1 | ?
COc1ccc(C(=O)N2[C@H]3CC[C@@H]2c2cnc(-c4ccc(F)cc4)nc2C3)cc1OC | -9%
CC[C@H]1CN2CC[C@H]1C[C@@H]2CNC(=O)Nc1ccccc1 | -5%[115 µM]
O=C(c1ccncc1)N1CC2CCC(C1)N2CC1CCCC1 | -5%[86.2 µM]
CCCCNC(=O)NC(C(N)=O)P(=O)(OCC)OCC (configuration not stated) | -11%
CC[C@H]1CN2CC[C@H]1C[C@@H]2CNC(=O)Nc1cc(OC)cc(OC)c1 | 32%[activator][86.2 µM]
COc1ccc(CNC(=O)N2[C@H]3CC[C@@H]2c2cnc(-c4ccccc4)nc2C3)cc1 | -19%
O=C(CCc1nc2ccccc2s1)N1[C@H]2CC[C@@H]1c1cnc(-c3ccccc3)nc1C2 | 14%
COc1ccc(-c2cc([C@H]3CN4CC[C@H]3C[C@@H]4CNC(=O)c3ccco3)n(C)n2)cc1 | -26%[86.2 µM]
Cc1cccc([C@H]2C[C@@H](O)[C@@H](O)[C@@H]2NCC(C)C)c1 | 27%[115 µM]
CN1C(=O)CO[C@H]2CN(C3CCC3)C[C@H]21 | -3%[149 µM]
CC(=NCCCn1ccnc1)c1c(O)n(-c2ccccc2)c(=O)[nH]c1=O | -17%
CCC(=O)c1cn(Cc2ccccc2C#N)c2ccccc12 | 11%
CCOC(=O)C1=C(N)Oc2c(c(=O)oc3ccccc23)C12C(=O)Nc1ccc(Cl)cc12 (configuration not stated) | -10%
Cc1ccc(C(=O)NC[C@H]2C[C@@H]3CCN2C[C@@H]3c2cc(-c3ccco3)nc(C)n2)cc1 | 40µM*
CC12CN3CC(C)(CN(C1)C3c1ccccn1)C2=O (configuration not stated) | 19%
CN1CCN(C(=O)Cc2c[nH]c3ncc(-c4ccc([S+](C)(=O)[O-])cc4)cc23)CC1 | -19%[86.2 µM]
COc1ccc2[nH]c(C)c(CCNCc3ccccc3F)c2c1 | -33%

# Other entries.
structure | KDM5B inhibitor
O=C1CC(c2ccc(Br)cc2)c2c(c3ccccc3oc2=O)O1 (configuration not stated) | ?
Cn1c(O)c(/C=N/NC(=O)c2ccncc2)c(=O)[nH]c1=S | ?
CC12CC[C@H]3[C@@H](CCC4(O)C[C@H](O)CCC34/C=N/NC(=O)c3ccccc3O)C1(O)CCC2C1=CC(=O)OC1 (some centres not stated) | ?
COc1ccccc1CC(=O)N1CCN(C2CCN(C)C2=O)CC1 (configuration not stated) | 2%
CC1=C(C(=O)OC(C)(C)C)C2(C(=O)Nc3ccccc32)C(C(=O)OC(C)C)=C(N)O1 (configuration not stated) | -12%
Cc1cnc(C2CC2)n1C1CCCNC1 (configuration not stated) | ?
c1nc(N2CCOCC2)ncc1CN1CC[C@H]2CNC[C@H]21 | -18%
Cc1ccc(/C=C/c2nc3ccccc3c(=O)n2-c2ccccc2)s1 | 16%

# An excerpt from above in order of length of the SMILES, rising:
structure | KDM5B inhibitor
Cc1cnc(C2CC2)n1C1CCCNC1 (configuration not stated) | ?
CN1C(=O)CO[C@H]2CN(C3CCC3)C[C@H]21 | -3%[149 µM]
COc1ccc2[nH]c(C)c(CCNCc3ccccc3F)c2c1 | -33%
COc1ccccc1CC(=O)N1CCN(C2CCN(C)C2=O)CC1 (configuration not stated) | 2%
c1nc(N2CCOCC2)ncc1CN1CC[C@H]2CNC[C@H]21 | -18%
O=C1CC(c2ccc(Br)cc2)c2c(c3ccccc3oc2=O)O1 (configuration not stated) | ?
Cn1c(O)c(/C=N/NC(=O)c2ccncc2)c(=O)[nH]c1=S | ?
CC(=NCCCn1ccnc1)c1c(O)n(-c2ccccc2)c(=O)[nH]c1=O | -17%
CCOC(=O)C1=C(N)Oc2c(c(=O)oc3ccccc23)C12C(=O)Nc1ccc(Cl)cc12 (configuration not stated) | -10%
CC1=C(C(=O)OC(C)(C)C)C2(C(=O)Nc3ccccc32)C(C(=O)OC(C)C)=C(N)O1 (configuration not stated) | -12%
Cc1ccc(C(=O)NC[C@H]2C[C@@H]3CCN2C[C@@H]3c2cc(-c3ccco3)nc(C)n2)cc1 | 40µM*
CC12CC[C@H]3[C@@H](CCC4(O)C[C@H](O)CCC34/C=N/NC(=O)c3ccccc3O)C1(O)CCC2C1=CC(=O)OC1 (some centres not stated) | ?

# Some of the compounds tested; rates above refer to the full screens.
